# SIAH1 antagonists – Siah-1 peptide-binding antagonists, primary screen, biochemical, fluorescence polarization, rhodamine-plectin, uHTS (AID 1817); 290,000 compounds, 0.02% hits; Siah-1 / rhodamine-plectin peptide fluorescence polarization; higher % means a stronger effect; displacement, % at 20 µM, or IC50 in µM where a hit was titrated;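 active means displacement of at least 50% at 20 µM, with a fluorescence ratio check between 0.3 and a set limit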;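 further: plate controls were Siah plus tracer with DMSO for no effect and tracer alone without Siah for full effect; strong numbers were not always called active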
# HIV peptide binding – cell-free HIV fusion peptide-binding blockers – biochemical, uHTS, fluorescence dequenching, primary screen (AID 1986) | cell-free peptide binding, fluorescence dequenching, 30 min; higher % means a stronger effect | inhibition, % at 20 µM; hits with a dose series show IC50 in µM | 290,000 compounds, 0.3% hits; in the data active means inhibition mostly above about 52%, no sharp cut-off; inactive means mostly below about 76%; further: some results filed as inactive read as strong as hits
# NTR1 ag – agonists of NTR1, primary screen, imaging, U2OS cells, beta-arrestin-GFP, high content (AID 493036); NTR1-U2OS beta-arrestin-GFP spot imaging, agonist mode; activation, % at 20 µM; 330,000 compounds, 0.17% hits;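 active means activation at or above 40% of the spot to cytoplasm intensity ratio, with at least 20 cells analyzed; inconclusive means wells under 20 cells, flagged as cytotoxic or low count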;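 further: 0% = DMSO without peptide and 100% = 100 nM NTR1 peptide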
# Target sequence (P30989 whole entry, looked up): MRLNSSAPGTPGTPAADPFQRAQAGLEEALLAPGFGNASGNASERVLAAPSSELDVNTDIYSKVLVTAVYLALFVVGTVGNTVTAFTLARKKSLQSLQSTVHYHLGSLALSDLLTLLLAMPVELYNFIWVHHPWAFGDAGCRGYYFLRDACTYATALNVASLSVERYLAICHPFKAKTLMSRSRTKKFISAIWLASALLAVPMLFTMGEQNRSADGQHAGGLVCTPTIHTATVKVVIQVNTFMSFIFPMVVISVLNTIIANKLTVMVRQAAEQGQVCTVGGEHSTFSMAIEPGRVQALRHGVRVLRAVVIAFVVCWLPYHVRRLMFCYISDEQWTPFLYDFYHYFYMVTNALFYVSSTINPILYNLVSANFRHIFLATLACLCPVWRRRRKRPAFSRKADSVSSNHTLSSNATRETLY
# GPR55 antagonists – GPR55 antagonists blocking LPI-driven arrestin recruitment, primary screen, imaging, U2OS, beta-arrestin-GFP, LPI agonist (AID 2013) | inhibition, % at 10 µM, or IC50 in µM where a hit was titrated | U2OS GPR55 beta-arrestin-GFP translocation imaging, LPI antagonism; higher % means a stronger effect | 290,000 compounds, 0.13% hits;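 active means spots per cell inhibited over 60%, with over 100 cells counted and total cytoplasm intensity under 500,000; inconclusive means wells with under 100 cells, flagged as likely toxic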;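 further: U2OS cells stably carrying GPR55 and arrestin-GFP stimulated by 5 µM LPI near EC80; imaged beta-arrestin-GFP aggregate spots per cell after agonist stimulation; plate controls were LPI-stimulated DMSO wells for no effect and DMSO wells without LPI for full effect; some results filed as inactive read as strong as hits; confirmed hits need IC50 under 10 µM and bright autofluorescent wells are also inconclusive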
# GPR35 antagonists – GPR35 antagonists blocking zaprinast-driven arrestin recruitment, primary screen, imaging, U2OS, beta-arrestin-GFP, zaprinast agonist (AID 2058); U2OS GPR35 beta-arrestin-GFP translocation imaging, zaprinast antagonism; higher % means a stronger effect; inhibition, % at 10 µM; hits with a dose series show IC50 in µM; 290,000 compounds, 0.052% hits;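 active means inhibition of at least 50% with at least 30 cells and total cytoplasm GFP at most 10,000,000; inconclusive means under 30 cells or total GFP of 10,000,000 plus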
# Rac1 GTP hydrolysis – MgcRacGAP GTPase-activating activity inhibitors, confirmation, biochemical, ADP Hunter fluorescence; MgcRacGAP-stimulated Rac1 GTP hydrolysis, ADP Hunter fluorescence; higher % means a stronger effect; GST-tagged Rac1 F28L mutant substrate; one-dose inhibition, % at 30 µM; IC50 in µM for titrated hits; 340,000 compounds, 0.6% hits;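 active means first-screen hits whose inhibition reached a set limit at any dose in the follow-up dose series; inconclusive means inhibition above the set first-screen limit but never retested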;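 further: fluorescence reports GDP produced by GAP-driven GTP hydrolysis; strong numbers were not always called active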
# LYP phosphatase – inhibitors of LYP phosphatase, biochemical, fluorescence intensity, uHTS (AID 1779). 290,000 compounds, 0.054% hits. inhibition, % at 11.5 µM, or IC50 in µM where a hit was titrated. recombinant LYP phosphatase, fluorescence intensity; higher % means a stronger effect; in the data active means inhibition above about 50%;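 further: plate controls were vehicle with enzyme for no effect and no enzyme for full effect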
# PhoP inhibition – PhoP-dependent GFP reporter repression – Salmonella Typhimurium, primary screen (AID 1863) | S. Typhimurium PhoP-regulated promoter GFP reporter, 4 h; higher % means a stronger effect | one-dose inhibition, % at 50 µM; IC50 in µM for titrated hits | 300,000 compounds, 0.16% hits;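 active means inhibition over 29.93%, a cutoff 3 SD above the screen mean, later confirmed by dose response; inconclusive means inhibition over 29.93% but no dose response follow-up; inactive means inhibition at most 29.93% or unconfirmed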;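 further: 0% = low Mg2+ inducing control and 100% = high Mg2+ repressing control; strong numbers were not always called active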
# Myeloid diff 2 – promotes myeloid progenitor differentiation | calls only at 10 µM | 360,000 compounds, 1% hits | AID 624256 | ER-HoxA9 myeloid progenitors, lysozyme-GFP differentiation, flow cytometry;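 active means normalized GFP-positive differentiation at or above the plate's own cutoff, the solvent-only control mean plus 3 SD; inconclusive means no clear call, values can overlap the other calls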;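 further: cells exposed to compound for four days before flow analysis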
# NTR1 ag cell count 20 µM – further read-out of NTR1 ag, marked with its call; cell count; measured here: cell count, cytotoxicity flag
# Myeloid diff 2 GFP+ MAC1+ % – recorded beside Myeloid diff 2, whose call it bears; GFP+ MAC1+ double positive, %; measured here: differentiation confirmed by MAC1 staining
# * hit, by the source's call; i = inactive; ? = inconclusive; . = no result given.
SMILES,SIAH1 antagonists,HIV peptide binding,NTR1 ag,NTR1 ag cell count 20 µM,GPR55 antagonists,GPR35 antagonists,Rac1 GTP hydrolysis,LYP phosphatase,PhoP inhibition,Myeloid diff 2,Myeloid diff 2 GFP+ MAC1+ %
COCCc1ncc(CN2CCCCC2C(=O)Nc2ccc(Oc3ccccc3)nc2)cn1 (configuration not stated),12%,-1.4%,0.2,54,5%,-12%,6%,-8%,3%,i,0.9
CCn1c(CCNC(=O)c2cccs2)nnc1SCC(=O)NC1CCCCC1,4%,1.4%,1.5,54,-3%,16%,2%,-5%,-8%,i,8.3
Nc1ccccc1Sc1ccc(C(=O)c2ccccc2C(=O)O)cc1[N+](=O)[O-],7%,23%,1.8,51,1%,4%,41%,-6%,3%,i,0.3
COc1ccc(/C=C/C(=O)NCCNC(=O)c2ccccc2)cc1OC,6%,-1.1%,0.2,49,5%,-26%,11%,-2%,-8%,i,0.3
c1ccc(CN2CCN(c3nc(-c4ccccc4)nc(-n4ccnc4)n3)CC2)cc1,3%,-0.9%,25,105,22%,12%,6%,3%,35%,i,1.2
CCOC(=O)Cn1nc(-c2ccc(C)cc2)ccc1=O,2%,0.3%,-0.4,76,-5%,0%,8%,-3%,6%,i,9.1
Cc1cc(C)n(S(=O)(=O)c2ccc(C)c(C)c2)n1,4%,1.9%,1.5,55,-7%,-17%,-7%,-14%,1%,i,0.7
Cc1ccccc1Nc1nc(N)nc(CSc2nnnn2C)n1,-4%,1.0%,-1.5,41,-19%,-4%,8%,3%,-4%,i,0.9
CCCSc1nc(-c2ccccc2)cc(C(F)(F)F)c1C#N,2%,-0.3%,0.4,59,7%,0%,-2%,3%,-11%,i,0.9
COc1cc(OC)cc(C(=O)N[C@H](C(=O)Nc2nc(-c3cc(OC)ccc3OC)cs2)C(C)C)c1,6%,1.9%,2.9,58,-6%,-10%,0%,-2%,7%,i,0.3
Cc1sc2ncnc(NC(C)C(=O)O)c2c1C (configuration not stated),27%,1.8%,1.7,37,13%,12%,4%,-8%,-3%,i,0.7
CC(=O)SCCC(=O)Nc1ccccc1,4%,1.3%,3.4,80,5%,12%,9%,3%,-4%,i,3.0
O=C(CN1C(=O)c2ccccc2C1=O)N1CCN(c2ccccn2)CC1,1%,2.3%,0.5,50,11%,-2%,3%,1%,35%,i,1.7
CC(Oc1cc2oc(=O)c3c(c2cc1Cl)CCC3)C(=O)NCc1ccncc1 (configuration not stated),-6%,-0.1%,1.5,48,-5%,-2%,12%,1%,-3%,i,3.3
Cc1ccc(NC(=O)COC(=O)CC2CCCC2)cc1Cl,-1%,0.8%,0.8,62,-7%,9%,-4%,-2%,-5%,i,0.6
Cc1ccc(NC(=O)CCNS(=O)(=O)c2ccc3c(c2)oc(=O)n3C)cc1C,6%,-1.2%,4.3,67,12%,-2%,-1%,-8%,3%,i,1.0
Cc1ccc2c(SCC(=O)NCc3ccco3)nc(-c3ccc(F)cc3)nc2c1,0%,19%,3.8,64,-5%,5%,0%,-2%,-12%,i,0.4
Cc1ccc(-n2c(CSc3nc(C)cc(C)n3)n[nH]c2=S)cc1,16%,-0.6%,-1.2,98,9%,2%,.,-4%,4%,i,0.1
O=C(Nc1ccccc1C(=O)NCCCN1CCOCC1)c1ccccc1,5%,-0.6%,0.4,68,13%,0%,10%,-4%,-4%,i,0.9
COC(=O)COc1ccc(C(=O)OC)cc1,34%,1.3%,-2.0,90,3%,11%,3%,1%,-8%,i,0.4
CCOc1ccc(CCNC(=O)c2c(C)noc2C)cc1OCC,.,.,-0.5,87,.,.,5%,.,1%,i,1.1
COc1ccc(CN2CC(=O)N(c3cccc(Cl)c3)C2=S)cc1OC,2%,0.7%,0.2,42,4%,-7%,1%,-1%,-8%,i,0.8
COc1ccc(C2=NOC(Cn3nc(C(=O)NCc4ccc5c(c4)OCO5)cc3-c3ccccc3)C2)cc1 (configuration not stated),.,.,0.4,91,.,.,3%,.,-4%,i,2.4
Cc1nn(-c2ccccc2)c(Cl)c1/C=N/NC(=O)c1[nH]ncc1Br,0%,1.1%,2.8,74,0%,-16%,-8%,-6%,0%,?,.
COc1ccc(OCC(=O)N2N=C(C)CC2(O)C(F)(F)F)cc1 (configuration not stated),-1%,-1.0%,-1.2,67,-6%,-3%,-2%,0%,-3%,.,.
SMILES,SIAH1 antagonists,HIV peptide binding,NTR1 ag,NTR1 ag cell count 20 µM,GPR55 antagonists,GPR35 antagonists,Rac1 GTP hydrolysis,LYP phosphatase,PhoP inhibition,Myeloid diff 2,Myeloid diff 2 GFP+ MAC1+ %
Cc1sc(NC(=O)c2cc3ccccc3oc2=O)c(C(=O)OC(C)C)c1-c1ccccc1,-3%,-0.9%,-2.5,59,2%,13%,7%,-6%,5%,i,0.5
O=C(NCc1cccs1)c1cc(-c2ccccc2)nn1CC1CC(c2cccnc2)=NO1 (configuration not stated),.,.,0.2,75,.,.,6%,.,3%,i,1.4
CC(=O)c1cccc(N2Cc3ccccc3C2=NC(=O)CCl)c1,2%,-0.3%,0.5,52,3%,4%,2%,6%,10%,i,0.2
CC(=O)Nc1ccc(Cc2nc3ccccc3[nH]2)cc1,4%,0.7%,-1.9,79,-1%,-12%,17%,-6%,.,i,0.3
CC(=O)Nc1ccc(NC(=O)CSc2ccc(-c3ccc4c(c3)OCO4)nn2)cc1,2%,2.3%,0.7,49,5%,1%,9%,1%,-1%,i,0.4
O=C(NCCCO)c1c(O)c2cccc3c2n(c1=O)CCC3,7%,-0.1%,0.9,86,-12%,-1%,11%,-4%,9%,i,0.5
CS(=O)(=O)N1c2ccccc2[C@@]2(Br)C[C@H]3C(=O)N[C@@H](Cc4ccccc4)C(=O)N3[C@@H]12,.,.,2.3,99,.,.,4%,.,3%,i,2.8
Cc1cc(S(=O)(=O)Nc2ccc(F)cc2)c(C)s1,1%,1.0%,-0.8,66,6%,-9%,-3%,2%,11%,i,14
C/C(=N/N=C(/C)c1cccs1)c1cccs1,3%,8.9%,2.3,41,-6%,12%,7%,-7%,-3%,i,0.8
COC(=O)c1[nH]c2ccc(C)cc2c1NC(=O)CN1CCc2cc(OC)c(OC)cc2C1,-7%,0.3%,4.5,40,-5%,-3%,13%,0%,-7%,i,1.5
O=c1cc[nH]c2cc(Cl)ccc12,5%,-0.2%,4.8,46,-8%,-9%,8%,-2%,4%,i,1.7
O=C(NC1CC1)C1C2C3C4CC5C3C5C4C12 (configuration not stated),0%,4.0%,-0.1,42,23%,-14%,4%,-2%,-10%,i,1.0
CC(=O)Nc1ccc(NC(=O)Cc2sc(C)nc2-c2ccc(C)cc2)cc1,1%,-0.1%,-0.1,57,12%,4%,8%,-4%,-2%,i,0.4
O=c1[nH]c2cc3c(cc2cc1CN(Cc1cccnc1)C(=S)NCc1ccco1)OCCO3,-1%,2.9%,3.3,51,20%,15%,8%,-9%,-2%,i,0.7
CN1CCN(Cc2nc3ccccc3c(=O)n2Cc2nc(-c3cccc([N+](=O)[O-])c3)cs2)CC1,-2%,-1.7%,3.2,75,-16%,-10%,.,0%,-5%,i,0.3
Cc1cccc(C)c1NC1=NCCCCC1,4%,1.5%,0.6,59,10%,9%,-2%,-8%,-4%,i,1.2
COC(=O)c1ccc(Cl)c(S(=O)(=O)N2CCCC2)c1,-6%,-0.6%,1.3,33,-5%,-5%,3%,1%,-5%,i,0.2
O=C(Nc1cccc(-n2cnnn2)c1)c1cc(Cl)ccc1Cl,2%,1.2%,2.5,67,25%,-8%,1%,-10%,-7%,i,0.8
Cc1ccc(C)c(NC(=S)NC23CN4CN(CN(C4)C2)C3)c1,3%,2.2%,-0.5,32,11%,-3%,1%,-9%,-2%,i,0.4
CCOc1ccc(CN2CCN(Cc3cnc(-c4ccccc4)s3)CC2CCO)cc1 (configuration not stated),0%,-0.3%,1.5,77,8%,5%,-13%,-3%,-4%,i,0.2
CCOC(=O)/C=C1\SCC(=O)N1CC(=O)NCCOC,5%,1.7%,-0.3,30,-35%,0%,5%,2%,0%,i,0.3
COc1ccc(OCc2cccc(C(=O)N3CCCC3)c2)cc1,-3%,0.0%,-1.8,61,-12%,-5%,2%,3%,-3%,i,0.9
COC(=O)C1=C(NC(=O)c2cccc(OC)c2)CCS1,-3%,1.4%,1.5,43,15%,15%,8%,-2%,-7%,i,0.9
CC1=NN(C(=O)COc2ccc(C)c(C)c2)C(O)(c2ccccc2)C1 (configuration not stated),-1%,-3.9%,1.9,60,1%,12%,1%,-2%,8%,i,0.9
O=C1CC(N2CCN(Cc3ccc4c(c3)OCO4)CC2)C(=O)N1Cc1ccc(N2CCCC2=O)cc1 (configuration not stated),3%,-0.7%,0.8,65,-18%,-15%,-5%,-3%,1%,i,1.4
Cc1cc(C)n2nc(C)c(Br)c2n1,-3%,0.0%,-2.4,94,-8%,-6%,10%,-4%,1%,i,0.6
CC(C)(O)c1nnn(-c2ccccc2)c1C(F)(F)F,-2%,-1.1%,-0.5,96,4%,4%,4%,-12%,10%,i,0.6

# Random excerpt: 6 compounds from above.
SMILES,SIAH1 antagonists,HIV peptide binding,NTR1 ag,NTR1 ag cell count 20 µM,GPR55 antagonists,GPR35 antagonists,Rac1 GTP hydrolysis,LYP phosphatase,PhoP inhibition,Myeloid diff 2,Myeloid diff 2 GFP+ MAC1+ %
Cc1ccc(NC(=O)CCNS(=O)(=O)c2ccc3c(c2)oc(=O)n3C)cc1C,6%,-1.2%,4.3,67,12%,-2%,-1%,-8%,3%,i,1.0
CCn1c(CCNC(=O)c2cccs2)nnc1SCC(=O)NC1CCCCC1,4%,1.4%,1.5,54,-3%,16%,2%,-5%,-8%,i,8.3
CC(=O)Nc1ccc(NC(=O)Cc2sc(C)nc2-c2ccc(C)cc2)cc1,1%,-0.1%,-0.1,57,12%,4%,8%,-4%,-2%,i,0.4
COC(=O)c1[nH]c2ccc(C)cc2c1NC(=O)CN1CCc2cc(OC)c(OC)cc2C1,-7%,0.3%,4.5,40,-5%,-3%,13%,0%,-7%,i,1.5
Cc1cc(C)n2nc(C)c(Br)c2n1,-3%,0.0%,-2.4,94,-8%,-6%,10%,-4%,1%,i,0.6
CCOc1ccc(CCNC(=O)c2c(C)noc2C)cc1OCC,.,.,-0.5,87,.,.,5%,.,1%,i,1.1
